MLL CXXC-DNA inh = qHTS Fluorescence Polarization Assay for Inhibitors of MLL CXXC domain - DNA interaction; actives 0.037% (n = 290,000); Potency, µM (titrated, usually from 115 µM), for the others: top-dose activity change, negative = inhibition, actives largely listed as inhibitors; MLL-CXXC / FITC-HOXA9 DNA fluorescence polarization; Histone-lysine N-methyltransferase 2A (Homo sapiens), Q03164; active = well fitted inhibition curve with a large enough effect in the polarisation, with a control signal flat, not every such curve was filed as active; inconclusive = small, poorly fitted or top-dose-only effect, or effect the other way, or a change in a side signal; inactive = no such curve, though single readings can be large or run the other way; the % refers to the polarisation; also: potency is read from the fitted curve at half-maximal effect
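Steps: dispense CXXC domain solution (7 uM) → pin compounds or unlabeled HOX-A9 DNA control → 5 min ambient → add FLSN-HOX-A9 solution (50 nM) → spin → 30 min ambient → fluorescence polarization. Tris pH 7.5/NaCl/DTT/BSA buffer.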
Integrin act MD = qHTS for Activators of Integrin-Mediated Alleviation for Muscular Dystrophy; actives 0.064% (n = 350,000); Potency, µM (highest dose often 38.3 µM), inactives show at the highest dose activation, actives largely listed as activators; alpha7betagal myoblasts, beta-gal FDG fluorescence, 48 h; AID 624291, 2012;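 also: potency is read from the fitted curve at half-maximal effect; 100% = response of the positive control SU9516; nearly all actives have a fitted effect of over 60% in size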
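alpha7betagal+/- myoblasts (passage 13, 250/well) treated 48 h at 37C with compounds at 1:260 dilution of DMSO stock. Lysed, then beta-galactosidase activity read as FDG fluorescence (ex 480/em 540) after 30 min, with pre-read for autofluorescence.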
BRCA1 expr up = qHTS Assay to Identify Small Molecule Activators of BRCA1 Expression. MCF7-BRCA1-FFLuc reporter, luminescence, 48 h; response scale: scaled: vehicle 0%, 10 µM genistein 100%. Potency, µM (titrated, usually from 46.1 µM), inactives show at the top dose activation, actives largely listed as activators. actives 1.1% (n = 380,000); also: potency is read from the fitted curve at half-maximal effect; nearly all actives have a fitted effect of over 80% in size; some results filed as inactive show a strong effect at the top dose
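MCF7-BRCA1-FFLuc, 2000 cells/well; 2 h attach, 37 °C/5% CO2; compound 48 h; luciferase substrate 15 min; luminescence end-point. Norm. to genistein 10 microM max activation and DMSO; concentration-response curves fitted.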
TCR activator = Activators of T cell receptors: qHTS campaign; primary human leukocytes, anti-CD3, IL-2 HTRF, 48 h; 330,000 tested, under 10 active; Potency, µM (series often up to 9.22 µM), inactives show at the top dose activation of IL-2 secretion, actives largely listed as activators; AID 504894, 2011; also: % of control where 0% means no effect
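Human primary leukocytes + a-CD3 beads + cpd, 48 hr; IL-2 in supernatant by HTRF (ex 320nm / em 665nm). No co-stimulatory signal supplied.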
AT treatment = qHTS Assay for Identifying a Potential Treatment of Ataxia-Telangiectasia; […] A-T fibroblasts, KAP-1 phosphorylation AlphaLISA; neocarzinostatin DNA damage 30 min before lysis; Potency, µM (series often up to 57.5 µM), without a hit: top-dose activation, most hits filed as activators; actives 0.19% (n = 320,000); AID 485349, 2010; also: potency is read from the fitted curve at half-maximal effect; % of control where 0% means no effect; nearly all actives have a fitted effect of over 45% in size
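ATM-like activity read as KAP-1 phosphorylation via AlphaLISA donor/acceptor antibody pairs after lysis and 6 hr at 25C. Cells were ATM-null patient fibroblasts ([…], hTERT), dosed 60 min, then exposed to the DSB inducer NCS for 30 min.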
TRPV1 ag = HTS Assay for Compounds that Act as Agonists of the Vanilloid Receptor 1; AID 540275, 2011; actives 0.19% (n = 320,000); TRPV1-expressing cells, Fluo-8 calcium influx, agonist mode; activation, % at 8.33 µM; Transient receptor potential cation channel subfamily V member 1 (Homo sapiens), Q8NER1; in the data active = activation above about 80%; inconclusive = between about 30% and that limit; also: 0% is about no effect
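TRPV1-expressing cells were cultured overnight at 35.5C and loaded with Fluo-8 calcium dye for 40 to 90 min at room temperature. After a 10 s baseline, compound was added and calcium influx was read kinetically for 3 min (ex 480/em 520 nm).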
B2AR arrestin = qHTS assay of beta-arrestin-biased ligands of beta2-adrenergic receptor. Beta-2 adrenergic receptor (Homo sapiens), P07550. beta-arrestin recruitment to beta2AR, cell-based reporter. Potency, µM (titrated, usually from 46.1 µM), inactives show at the highest dose activation, most hits filed as activators. actives 0.02% (n = 330,000). AID 492947, 2010;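 also: potency is read from the fitted curve at half-maximal effect; 0% = DMSO controls and full agonism = EC100 isoproterenol or metaproterenol; nearly all actives have a fitted effect of over 65% in size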
Target sequence (P07550 whole entry, looked up): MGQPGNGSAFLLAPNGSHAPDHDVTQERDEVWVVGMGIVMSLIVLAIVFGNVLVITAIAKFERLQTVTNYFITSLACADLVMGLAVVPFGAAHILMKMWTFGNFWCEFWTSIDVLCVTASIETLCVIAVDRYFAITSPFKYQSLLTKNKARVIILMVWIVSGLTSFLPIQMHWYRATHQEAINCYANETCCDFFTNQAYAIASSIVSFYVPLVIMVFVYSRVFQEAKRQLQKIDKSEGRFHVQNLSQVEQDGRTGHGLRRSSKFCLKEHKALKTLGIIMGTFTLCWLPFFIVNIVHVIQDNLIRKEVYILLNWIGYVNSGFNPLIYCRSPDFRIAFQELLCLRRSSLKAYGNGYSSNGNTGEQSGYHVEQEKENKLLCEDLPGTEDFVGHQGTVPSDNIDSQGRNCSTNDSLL
TSG101-PTAP inh = qHTS Assay for Iinhibitors of HIV-1 Budding by Blocking the Interaction of PTAP/TSG101. Tumor susceptibility gene 101 protein (Homo sapiens), Q99816. Fluorescence polarization, FITC-PTAP peptide / Tsg101 binding. Potency, µM (doses to about 115 µM), for the others: top-dose activity change, negative = inhibition, usual class: inhibitors. 340,000 tested, under 10 active. AID 493005, 2010; active = well fitted inhibition curve with a large enough effect in the main read-out, with a control signal flat, not every such curve was filed as active; inconclusive = small, poorly fitted or top-dose-only effect, or effect the other way, or a change in a side signal; inactive = no such curve, though single readings can be large or run the other way; also: potency is read from the fitted curve at half-maximal effect; % of control where 0% means no effect
Target sequence (Q99816 whole entry, looked up): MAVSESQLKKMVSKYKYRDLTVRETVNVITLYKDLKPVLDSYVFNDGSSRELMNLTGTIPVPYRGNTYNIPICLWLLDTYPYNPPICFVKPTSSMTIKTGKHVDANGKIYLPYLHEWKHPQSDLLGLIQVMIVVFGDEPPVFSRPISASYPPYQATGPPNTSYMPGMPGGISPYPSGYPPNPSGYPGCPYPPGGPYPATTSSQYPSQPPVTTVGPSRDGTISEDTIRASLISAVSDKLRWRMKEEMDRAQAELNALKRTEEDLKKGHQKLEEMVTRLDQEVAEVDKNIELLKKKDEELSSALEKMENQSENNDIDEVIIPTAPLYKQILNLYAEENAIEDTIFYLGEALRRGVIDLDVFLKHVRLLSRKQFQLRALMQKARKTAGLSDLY
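FP read-out: FITC-PTAP peptide, 50 nM final, binding Tsg101 binding domain, 10 uM final; 20 min, r.t.; 10 mM HEPES pH 7.5, 0.15 M NaCl, 0.01% Tween 20, 3 mM EDTA, 0.1 mM TCEP.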
p53 reactivator = qHTS assay for re-activators of p53 using a Luc reporter. Potency, µM (highest dose often 92.2 µM), without a hit: top-dose activity change, positive = activation, hits mostly activators. actives 0.063% (n = 320,000). AID 504706, 2011. H1299 p53-A138V BP100-luciferase reporter, luminescence, 24 h; also: potency is read from the fitted curve at half-maximal effect; % of control where 0% means no effect; nearly all actives have a fitted effect of over 45% in size
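H1299 (p53-null), stable ts p53-A138V + BP100-Luc; 1000 cells/well, Opti-MEM/10% FBS; cpd 4 pt, 1:5; 24 h, 37 deg C, 5% CO2; detection reagent 10 min RT; luminescence.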
ELG1 repair inh = qHTS screen for small molecules that inhibit ELG1-dependent DNA repair in human embryonic kidney (HEK293T) cells expressing luciferase-tagged ELG1; HEK293T ELG1-luciferase reporter, luminescence, 16 h; DNA damage induced by 5-fluorouridine; AID 504467, 2011; Potency, µM (titrated, usually from 46.1 µM), inactives show at the highest dose activity change, negative = inhibition, most hits filed as inhibitors; actives 2.3% (n = 330,000); also: potency is read from the fitted curve at half-maximal effect; % is scaled to controls: 0 for no effect and ±100 for the full control effect; nearly all actives have a fitted effect of over 55% in size
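HEK293T cells expressing luciferase-tagged ELG1 (2,000/well) received 5-Fluorouridine plus compound or DMSO for 16 hr at 37 °C. Luciferase was read by ONE-Glo luminescence after 30 min at room temperature.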
* marks the source's active call; other numbers are inactive results; ? = inconclusive; . = not tested or not shown; & = joins results of further samples; [ ] = another dose, or the depositor's remark. Unless noted, calls follow the shape of the dose curve; as a rule, active = well fitted curve in the direction sought with a large enough effect; inconclusive = small, poorly fitted or top-dose-only effect, or another doubt; inactive = no such curve, though single readings can be large; an effect the other way counts as inactive or inconclusive. Random draw from the library. About 3.8% of those tested had a hit in this group.

Order of values: B2AR arrestin, BRCA1 expr up, AT treatment, p53 reactivator, TCR activator, TSG101-PTAP inh, MLL CXXC-DNA inh, ELG1 repair inh, TRPV1 ag, Integrin act MD
O=C(CCNS(=O)(=O)c1cccc2nsnc12)N1CCN(c2ccccn2)CC1
  -0.4%, ., ., -1%, ., ., -3%, 1%, 9, .
CC1CCCCN1S(=O)(=O)c1csc(C(N)=O)c1 (stereo not given)
  0.1%, 14%, -3%, 2%, 2%, -5%, -2%, 0%, 1, 12%
CCOc1ccc(NC(=S)Nc2ccc3nsnc3c2)cc1
  0.3%, -7%, 32%, -36%[inhibitor], 17%[46.1 µM], -4%, -17%, -1%, -3, -17%
Cc1nc(NC(=O)COC(=O)c2cccs2)c(Cl)cc1Cl
  -0.5%, -20%, -2%, 1%, 7%, -1%, ., 11%, -1, 4%
COc1cccc(C(=O)N2CCN(C3CCCCC3)CC2)c1
  -0.8%, -5%, -3%, 8%, 0%, -4%, -22%, 3%, -3, -11%
O=C(Oc1cccc(-n2cnnn2)c1)c1sc2ccccc2c1Cl
  -0.3%, 3%, -4%, 4%, ., -5%, 18%, ?, 1, -4%
O=[N+]([O-])c1ccc(/C=N/Nc2nc(N3CCCCC3)nc(N3CCCCC3)n2)cc1
  -0.2%, 1%, 1%, -2%, -4%, -2%, -9%, -28%, 22, 2%
CNc1nc(-c2c(C)[nH]c3ccc(OC)cc23)cs1
  0.4%, -38%, -23%, 3%, 3%, -1%, -21%, 0%, -1, 15%
CC1CC(C)CN(S(=O)(=O)c2ccc(NC(=O)CN3C(=O)NC(C)(c4ccccc4)C3=O)cc2)C1 (stereo not given)
  -0.8%, -31%, -3%, ., -1%, ., 0%, -8%, 2, -5%
CCn1c(SCC(=O)N2CCN(c3ccccc3F)CC2)nnc1-c1ccoc1C
  -0.1%, -28%, 0%, -5%, 0%, -3%, 9%, ?, 1, -22%
Cc1ccc2[nH]c(=O)c3cc(C(=O)NCC4CCCO4)sc3c2c1 (stereo not given)
  0.0%, -8%, -3%, 0%, -3%, -7%, 10%, 0%, 1, -25%
CC1CCN(C(=O)C(=O)c2cn(CC(=O)N3CCCC3)c3ccccc23)CC1
  0.1%, -11%, 5%, -1%, 2%, -4%, 10%, -2%, -2, -23%
Cc1nnc(-c2cnn(C)c2N)n1Cc1ccc(Cl)cc1
  -0.2%, 2%, 0%, 1%, 0%, -8%, -6%, 2%, 2, -14%
O=C(Nc1cccc(S(=O)(=O)NC2=NCCC2)c1)c1cn(-c2ccccc2)nc1-c1ccc(F)cc1
  -0.2%, -5%, 5%, -2%, 1%, -7%, ., ?, ., -24%
Cc1ccc(N(CC(=O)NCC2CCCO2)C(=O)CNS(=O)(=O)c2ccc(Cl)cc2)cc1 (stereo not given)
  -1.0%, -14%, 1%, 1%, 0%, 1%, 10%, 1%, 2, -8%
COc1ccc(N2CCN(CC(O)COC(c3ccccc3)c3ccccc3)CC2)cc1 (stereo not given)
  -0.8%, -18%, -8%, 26%, 7%, -1%, 7%, 0%, 1, 30%
CCOc1ccccc1NC(=O)CN1CCc2ccccc2C1
  0.3%, -14%, -1%, -33%[inhibitor], ., -1%, 6%, 11%, 3, 1%
O=C(CSc1ncn[nH]1)Nc1ccc(Cl)c(S(=O)(=O)N2CCOCC2)c1
  0.0%, -1%, 5%, 13%, 3%, -2%, 5%, -1%, 2, -7%
CCC(C)c1ccccc1N1CC(C(=O)Nc2ccccc2N2CCCC2)CC1=O (stereo not given)
  5.9%, -32%, 2%, -10%, -48%, -1%, ?, 7%, 4, 7%
COc1cc(C(=O)Nc2nc(-c3ccc(F)cc3)cs2)ccc1OCC(=O)N1CCOCC1
  -0.9%, -43%, -2%, 0%, -2%[46.1 µM], -2%, 14%, ?, -1, -37%
Cc1cccc(Nc2nc(N)c([N+](=O)[O-])c(N3CC(C)CC(C)C3)n2)c1 (stereo not given)
  0.2%, -78%, 8%, -9%, -6%[46.1 µM], -5%, -6%, 5%, 7, ?
COc1ccc(-c2c(-c3cc(OC)cc(OC)c3)n(C)c3ccc(-c4cnc(N)nc4)cc23)cc1
  0.2%, -2%, -3%, -3%, 4%, 3%, ., ?, ., 21%
CSc1nc(C)cc(Oc2ccc(OCCOc3ccccc3)nn2)n1
  -0.4%, -47%, ., 0%, 0%, -9%, -2%, 12%, 7, -1%
O=C(CSc1nc2ccc(Cl)cc2[nH]1)c1c[nH]c2ccccc12
  -0.1%, -8%, 4%, -1%, -4%, -1%, 19%, -5%, -2, -29%
CS/C(=N\S(=O)(=O)c1cccs1)Nc1ccc(Cl)cc1
  -0.2%, -1%, 2%, 5%, 5%[46.1 µM], 3%, 13%, 0%, 1, 17%
O=C(NCc1ccc(Cl)cc1)c1ccccc1Oc1ccccc1
  -1.1%, -14%, ?, 7%, -2%, -3%, 1%, 2%, 3, -17%
CCOc1ccc(NC(=O)CN2CCc3ccccc3C2)cc1
  -0.6%, 9%, 8%, -41%[inhibitor], ., 0%, 5%, -4%, 3, -9%
CCCNC(=O)N(CCOC)CC1CCCN(C2Cc3ccccc3C2)C1 (stereo not given)
  1.0%, 11%, 18%, 8%, 3%, -6%, 2%, -29%, 0, -1%
COc1ccc(-c2nc3n(n2)C(c2ccccc2Cl)C(C(N)=O)=C(C)N3)cc1 (stereo not given)
  -0.1%, 4%, 0%, -7%, -6%, -4%, -5%, ?, ., 15%
CN(C)CCCN(C(=O)c1ccc(S(=O)(=O)N2CCOCC2)cc1)c1nc2ccc(F)cc2s1
  -1.7%, 52%, 1%, 9%, ., -7%, 8%, ?, -2, 2%

The results go on.
Order of values: B2AR arrestin, BRCA1 expr up, AT treatment, p53 reactivator, TCR activator, TSG101-PTAP inh, MLL CXXC-DNA inh, ELG1 repair inh, TRPV1 ag, Integrin act MD
O=C(Nc1cccc2ccccc12)C1CCN(C(=O)Cc2ccccc2)CC1
  6.7%, -23%, ., -7%, 11%[46.1 µM], -1%, -2%, -2%, 5, 12%
CCN(CC)S(=O)(=O)c1cccc(-c2nnc(-c3ccc(C)cc3)o2)c1
  -0.1%, 0%, -7%, 2%, 0%, -5%, 7%, ?, 15, 14%
C#CCCc1cscc1/C=[N+](\[O-])c1ccc(C(=O)OCC)cc1
  0.1%, 6.3µM*, 4%, 21%, 1%, 2%, ., ?, 4, -11%
S=C(NCCN1CCOCC1)C(=S)NCCN1CCOCC1
  ., -11%, ., ., 2%, -1%, ., ., ., -16%
CCN(CC)CCN1C(=O)Cn2c(C)c(C)c3cccc1c32
  0.2%&-0.5%, -1%&0%, -11%&-10%, -14%&-3%, -1%&1%, 4%&-5%, 0%&2%, -5%&14%, 11&-1, -50%&-38%
NS(=O)(=O)c1ccc(NC(=O)CSc2nc(Nc3ccccc3)nc(N3CCOCC3)n2)cc1
  -0.4%, -9%, 7%, -4%, 0%, 0%, 0%, ?, 3, -1%
CCOC(=O)C1=C(c2ccccc2)N=c2s/c(=C\c3cc(OC)c(OC)c(OC)c3)c(=O)n2C1c1cccs1 (stereo not given)
  -1.2%, -5%, 11%, -1%, -6%, -4%, -6%, -12%, -2, -31%
CCn1c2ccccc2c2cc(NC(=O)c3ccc(C)c([N+](=O)[O-])c3)ccc21
  2.5%, -35%, 11%, 10%, -5%[46.1 µM], -2%, -1%, ?, 28, 2%
COc1ccc(NC(C)=O)cc1NC(=O)CSc1nnc(-c2ccc(F)cc2)n1N
  -0.3%, 47%, 13%, -6%, -1%, 1%, -9%, 16%, ., 19%
COP(=O)(OC)C(Nc1ccc(C)cc1)c1ccc([N+](=O)[O-])cc1 (stereo not given)
  0.1%, 60%, 0%, 23%, -3%[46.1 µM], -7%, 5%, ?, -3, 4%

High-throughput results from PubChem BioAssay.
